Pf growth 96h = inhibits malaria parasite growth, 96 h; P. falciparum luciferase reporter growth, 96 h; actives 6.9% (n = 320,000); Potency, µM (highest dose often 28.7 µM), inactives show top-dose activity change, negative = inhibition, actives largely listed as inhibitors
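Two parasite generations (96 h, 37 C, 5% CO2) of compound exposure in infected erythrocytes (0.05% parasitemia, 2% hematocrit). Luciferase-reporter P. falciparum; decreased luminescence indicates inhibited growth, aimed at apicoplast-acting delayed death.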
TbPYK inhibitor = T. brucei pyruvate kinase inhibition. TbPYK enzyme, Kinase-Glo Plus ATP luminescence, 45 min. actives 0.12% (n = 410,000). Potency, µM (doses to about 76.8 µM), without a hit: at the highest dose activity, negative = inhibition, usual class: inhibitors; further: nearly all actives have a fitted effect of over 50% in size
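T. brucei PYK with substrate was exposed to pin-transferred compounds across a concentration series, then started with 130 uM ADP (final). After 45 min at room temperature, Kinase-Glo Plus luminescence was read, normalized and curve-fitted.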
HCV inhibitor = blocks hepatitis C virus. Potency, µM (top dose mostly 41.8 µM), for inactives: top-dose activity change, negative = inhibition, usual class: inhibitors. AID 651820. Huh7.5.1 HCVcc-Cre infection, luciferase reporter, 44 h. actives 3.4% (n = 340,000)
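Seed cells (1,000/well) for 4 h; treat with compound and infect with HCVcc-Cre, moi about 0.5. Incubate 44 h, then detect luciferase activity.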
LmPK inhibitor = LmPK (Leishmania mexicana) enzyme inhibition | purified LmPK, Kinase-Glo ATP luminescence, 1 h | actives 0.37% (n = 290,000) | Potency, µM (titrated, usually from 57.5 µM), for inactives: at the highest dose activity change, negative = inhibition, most hits filed as inhibitors | AID 1721 | Q27686
Target sequence (Q27686 whole entry, looked up): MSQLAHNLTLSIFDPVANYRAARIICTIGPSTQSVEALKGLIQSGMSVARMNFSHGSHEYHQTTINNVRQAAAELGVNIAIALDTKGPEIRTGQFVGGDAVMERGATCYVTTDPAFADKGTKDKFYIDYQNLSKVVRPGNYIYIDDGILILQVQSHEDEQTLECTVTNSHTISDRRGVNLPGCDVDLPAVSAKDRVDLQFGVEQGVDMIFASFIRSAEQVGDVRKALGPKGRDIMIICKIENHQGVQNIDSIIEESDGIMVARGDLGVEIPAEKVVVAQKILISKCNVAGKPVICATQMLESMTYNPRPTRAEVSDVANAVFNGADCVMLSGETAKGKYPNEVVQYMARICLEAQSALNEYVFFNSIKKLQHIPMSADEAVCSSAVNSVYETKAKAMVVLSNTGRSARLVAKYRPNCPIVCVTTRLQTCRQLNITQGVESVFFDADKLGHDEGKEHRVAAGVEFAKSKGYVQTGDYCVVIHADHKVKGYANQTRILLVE
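Kinase-Glo luminescence read after 1 h RT reaction of 0.1 nM LmPK with 0.5 mM PEP and 0.1 mM ADP. Activity scaled between uninhibited and enzyme-free controls.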
Pf growth 48h = inhibits P. falciparum growth in the first generation, 48 h; P. falciparum luciferase growth in erythrocytes, 48 h; Potency, µM (doses to about 28.7 µM), for the others: top-dose activity change, negative = inhibition, usual class: inhibitors; actives 5.9% (n = 310,000); AID 504832
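Parasite viability was followed by luminescence of a genomically integrated firefly luciferase. Cultures held 0.1% parasitemia at 2% hematocrit (final), incubated under 5% CO2 at 37 C.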
Sm TGR block = blocks Schistosoma mansoni thioredoxin glutathione reductase; purified TGR, DTNB reduction, TNB absorbance 405 nm; Potency, µM (series often up to 114 µM), for the others: at the highest dose activity change, negative = inhibition, actives largely listed as inhibitors; actives 3% (n = 360,000); further: nearly all actives have a fitted effect of over 60% in size
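First, TGR (20 nM dispensed) and NADPH were mixed with compound. Second, a 15 min room-temperature incubation followed. Third, further NADPH and then DTNB were added to start the reaction. Finally, TNB absorbance was monitored kinetically.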
An asterisk follows results filed as active; ? = inconclusive; · = not tested or not shown; & = joins results of further samples; [ ] = remark or other dose. The call rests on the fitted dose curve; in most records, active means well fitted curve in the direction sought with a large enough effect; inconclusive means small, poorly fitted or top-dose-only effect, or another doubt; inactive means no such curve, though single readings can be large; an effect the other way counts as inactive or inconclusive. On the % scale 0 is the no-effect control and ±100 the full control effect; potency means the concentration at half of the fitted maximal effect.

Under each structure – Pf growth 48h | Pf growth 96h | TbPYK inhibitor | HCV inhibitor | LmPK inhibitor | Sm TGR block
CN(C)CCN(C(=O)c1ccc(S(=O)(=O)N(C)c2ccccc2)cc1)c1nc2cc3c(cc2s1)OCO3
→ 29.8% | 37.1%[activator] | -14.3% | -3.4% | -5.5% | -0.7%
CC(=O)N1CCc2cc(S(=O)(=O)Nc3ccccc3N3CCN(C)CC3)ccc21
→ · | -21.8% | 1.9% | 6.5% | -7.0% | 1.5%
COc1cc(/C=C2\C(=O)ON=C2c2ccccc2)cc(OC)c1OC
→ -11.4% | ? | ? | -11.8% | -0.6% | 8.91µM*
COc1ccc(C(=O)Nc2cccnc2)cc1
→ 96.5%[activator] | · | -6.1% | -2.3% | -21.7% | 2.3%
O=C(Nc1ncccc1O)c1ccc(NS(=O)(=O)c2ccc3[nH]c(=O)[nH]c3c2)cc1
→ 0.131µM* | 0.104µM* | 3.4% | 2.5% | · | -8.9%
CC1=C(C(=O)N2CCCC(CCC(=O)NCc3ccccc3F)C2)OCCO1 (stereo not given)
→ -8.4% | -6.2% | 0.1% | 20.7% | -0.6% | ·
Cc1ccc(NC(=O)c2ccc(-n3cncn3)c([N+](=O)[O-])c2)cc1F
→ ? | ? | 0.2% | -22.8% | · | 0.7%
CCCn1c(SCC(=O)Nc2ccc3c(c2)CCC3)n[nH]c1=O
→ 15.0% | -14.6% | -3.3% | 30.9%[activator] | -1.0% | 6.2%
CC1Cc2ccccc2N1C(=O)CCn1c(=O)oc2ccccc21 (stereo not given)
→ -4.3% | -5.4% | 1.5% | 9.8% | 3.7% | -8.9%
COC(=O)C1=CN(C(C)C)C=C(C(=O)OC)C1c1cc(Br)c(OC)c(OC)c1
→ 4.65µM* | 7.38µM* | -0.1% | -4.0% | 6.0% | -3.7%
Cc1cc(OC(=O)c2ccccc2[N+](=O)[O-])c([N+](=O)[O-])c(=O)[nH]1
→ 27.5% | 132.7%[activator] | -3.4% | 34.0%[activator] | 0.1% | -22.3%
CN(C)CCCN(C(=O)c1ccc([N+](=O)[O-])o1)c1nc2cc3c(cc2s1)OCO3
→ 4.3% | -1.3% | 1.2% | ? | -2.2% | -20.3%
Cc1c(Cl)c([N+](=O)[O-])nn1CC(=O)NCc1ccc(Cl)cc1
→ -8.9% | ? | 2.9% | -10.4% | 1.0% | -11.8%
Cc1sc2ncnc(N3CCC(C(=O)Nc4ccc(Cl)cc4Cl)CC3)c2c1C
→ 10.4µM* | ? | 9.5% | ? | · | 0.2%
CCN1CCN(C(=O)N(Cc2ccc(Cl)cc2)S(=O)(=O)c2ccc(C)cc2)CC1
→ 1.5% | -8.1% | -2.4% | 13.5% | · | -4.4%
Oc1ccc2ccccc2c1C=Nc1cc(C(F)(F)F)ccc1N1CCCC1
→ ? | 25.3% | 0.4% | -20.3% | 5.2% | -18.7%
Cc1cccc(C2CC(c3ccc(Br)cc3)Nc3nc(N)nn32)c1 (stereo not given)
→ · | 30.1%[activator] | -2.1% | 9.1% | 13.4% | 0.0%
CCCCn1c(N)c(N(CC(C)C)C(=O)CN(C)S(=O)(=O)c2ccc(C)cc2)c(=O)[nH]c1=O
→ ? | 0.0% | -3.2% | 3.6% | · | -6.5%
COc1ccc(-c2nc(CSCC(=O)NC3CCCc4ccccc43)c(C)o2)cc1 (stereo not given)
→ · | 22.8% | -6.7% | ? | 10.7% | -15.8%
CCOc1nc(CC(C)C)c2c(c1C#N)CC(C)(C)OC2
→ -19.4% | 8.4% | 4.0% | -23.7% | 1.2% | 0.1%
CCN(CC(=O)NCc1ccncc1)S(=O)(=O)c1ccc(OC)cc1
→ 9.5% | -8.7% | -6.7% | 1.9% | 3.4% | -0.3%
COc1ccc(NC(=O)CC(C)C)c([N+](=O)[O-])c1
→ 30.9% | 0.0% | 1.9% | 18.0% | 3.3% | -0.4%
COc1ccccc1N(C)S(=O)(=O)c1ccc(C(=O)NNC(=O)c2ccccc2O)cc1
→ ? | ? | -2.0% | ? | · | -2.2%
O=C(Nc1ccc(O)cc1)c1ccc(NC(=O)c2cccs2)cc1
→ 37.5%[activator] | 9.3% | 2.1% | ? | 3.4% | -7.2%
CSc1cccc(NS(=O)(=O)c2cn(C)cn2)c1
→ 21.1% | -30.7% | -7.3% | -19.0% | -1.5% | -10.2%
O=C(Nc1ccc(S(=O)(=O)N2CCCC2)cc1)C1CC(=O)N(CCc2ccc(F)cc2)C1 (stereo not given)
→ ? | ? | 5.9% | -14.6% | · | -18.7%
CN1CCN(Cc2nc(-c3cccs3)no2)CC1c1ccccc1 (stereo not given)
→ -30.6% | -2.5% | 3.8% | 24.7% | 0.4% | -5.3%
CCOc1cc(/C=C(/NC(C)=O)C(=O)O)cc(Cl)c1OCc1ccc(Br)cc1
→ -40.5% | ? | 3.1% | 0.7% | 7.2% | 13.8%
Cc1ccc(C(=O)Nc2ccc(CN3CCCCC3)cc2)c(C)c1
→ ? | 69.3%[activator] | 0.5% | -15.0% | 1.4% | 6.5%
Cc1nn(CC(=O)NC(=O)NC2CCCCC2C)c(=O)c(C#N)c1C (stereo not given)
→ -0.9% | -19.2% | 0.9% | 2.7% | · | -0.2%
CCCN1CCC(=O)N([C@H](COc2ccccc2)c2ccccc2)CC1
→ 0.8% | ? | -0.2% | 7.3% | -3.1% | -21.0%
CN1CCN(CCC(=O)Nc2ccccc2Cl)CC1
→ -22.1% | -3.0% | 0.2% | 5.4% | -1.4% | -0.4%
COCCCn1c(=O)cc(C)[nH]c1=S
→ 35.4%[activator] | 43.7%[activator] | 3.4% | 4.6% | 0.4% | -2.8%
N#Cc1nc(Cc2ccccc2)oc1NCc1cccnc1
→ ? | ? | -0.5% | 21.1% | -0.5% | -7.0%
CCOc1ccc(/C=N/NC(=O)CN2CCCCC2)cc1OCC
→ ? | -21.7% | -11.0% | -7.0% | -0.1% | 8.4%
CNC(=O)c1sccc1-n1cccc1
→ · | 35.8%[activator] | -0.6% | 1.0% | -2.2% | -13.5%
COc1ccc(O)c(/C=N/c2nc3ccccc3n2C)c1
→ 5.9% | ? | -3.0% | -2.5% | -16.9% | -0.8%
O=C(NC1CCCCC1)NC1CC2CCC(C1)N2C(=O)NC1CCCCC1 (stereo not given)
→ ? | 11.9% | · | · | -2.3% | 7.0%
CC(C)(C)C(=O)OCc1nc(-c2ccc(C(F)(F)F)cc2)cs1
→ -5.6% | 35.5%[activator] | -20.8% | 16.3% | -1.8% | -5.7%
Cc1nc(NC(=O)COc2ccc(Cl)cc2)sc1C(=O)N(C)C
→ 45.7%[activator] | -5.1% | · | 13.4% | 0.0% | -6.9%
Cc1cc2cc3c(N)[nH]nc3nc2cc1C
→ 28.6% | 53.3%[activator] | 4.4% | -6.0% | -7.1% | 10.2%
CC1=C(C(=O)OC2CCCCC2)C(c2ccco2)n2ncnc2N1 (stereo not given)
→ · | ? | -3.6% | -8.6% | 1.0% | 1.2%
COC(=O)c1ccc2c(=O)n(Cc3ccc4c(c3)OCO4)c(SCC(=O)N3CCCC3)nc2c1
→ -0.3% | -6.3% | 0.7% | -0.5% | 3.0% | -25.3%
CC(=O)N=c1sc2cc(C)ccc2n1C
→ 82.5%[activator] | 9.28µM* | -9.5% | 9.6% | 4.9% | -1.3%
CCOC(=O)NC(=O)C(=CNc1cccc(OC)c1)C(=O)NC(=O)OCC
→ 23.2% | ? | 0.7% | 8.4% | -1.1% | 13.2%
COc1ccc(/C=C(\C#N)C(=O)OCC(=O)NC(=O)NCCC(C)C)cc1
→ -4.5% | 19.3% | -0.3% | 5.1% | 4.0% | -3.0%
COc1ccccc1CNC(=O)C1CCC(=O)N1C(C)C (stereo not given)
→ 13.2% | 28.8% | -0.3% | -1.6% | -0.1% | -2.9%
COc1ccc(CCNC(=O)CSc2nnc(NC(C)=O)s2)cc1OC
→ 3.2% | 18.3% | -16.0% | 12.1% | -1.3% | -0.9%
COc1ccc(N/C=C2\CCc3ccccc3C2=O)cc1
→ 34.7%[activator] | 13.7% | ? | -25.3% | 12.6µM* | 39.8µM*
CN(C)CCCNC(=S)Nc1ccc(-c2ccccc2)cc1
→ ? | ? | 1.3% | 11.2µM* | 2.1% | -25.5%
O=c1[nH]c(=O)n(Cc2ccco2)c(O)c1C=NCc1cccs1
→ -21.1% | · | -4.4% | · | 12.6% | ?
Cc1ccc(Nc2nc(N)nc(CSc3nc4ccccc4s3)n2)cc1
→ -2.9% | -5.1% | -3.1%&-14.4% | ? | 0.9% | -0.1%&6.1%
Cc1onc(-c2ccccc2)c1C(=O)Nc1cccc(OC(C)C)c1
→ -5.9% | 13.1µM* | -11.1% | -28.1% | 5.4% | -0.6%
CCN1c2ccccc2NC2C1C(C(C)=O)C(=O)N2c1ccc(Cl)cc1 (stereo not given)
→ 13.1µM* | -102.0% | -10.2% | 10µM* | -8.0% | -10.4%
COc1cc2nc(C3CC3)n(NC(=O)c3ccc(Cl)cc3)c(=O)c2cc1OC
→ 38.5%[activator] | · | 6.5% | ? | 3.7% | -14.9%
CCC1(c2ccccc2)NC(=O)N(CC(=O)N2CCN(S(=O)(=O)c3ccccc3)CC2)C1=O (stereo not given)
→ 11.2% | ? | 6.5% | -3.2% | -0.6% | 1.9%
O=C(NCCO)C1(c2ccc(Cl)cc2)CCCC1
→ 8.8% | · | -0.1% | 2.9% | 3.2% | 3.6%
COc1ccccc1-c1cn[nH]c1-c1ccc(OCc2ccccc2)cc1O
→ 6.57µM* | 3.7µM* | -5.2% | -19.3% | 2.8% | 17.9%
COc1ccc(CC(=O)N2CC(C)CC(C)C2)cc1 (stereo not given)
→ · | -25.2% | 0.0% | 19.0% | 0.3% | 2.1%
CCOC(=O)Cc1csc(NC(=O)c2ccc(N3CCOCC3)cc2[N+](=O)[O-])n1
→ 7.6% | 9.6% | 5.1% | 11.2µM* | · | -14.4%

Further records.
Under each structure – Pf growth 48h | Pf growth 96h | TbPYK inhibitor | HCV inhibitor | LmPK inhibitor | Sm TGR block
Cc1ccc2cc(CCNC(=O)c3ccco3)c(=O)[nH]c2c1
→ 58.8%[activator] | · | 2.0% | -23.6% | -1.7% | -25.6%
CC(C)(C)NC(=O)c1ccc(Sc2ccccc2)c([N+](=O)[O-])c1
→ 10.4µM* | ? | -9.0% | ? | 3.5% | 7.8%
O=C1/C(=C/c2cccnc2)SC(=S)N1N1CCOCC1
→ ? | -1.3% | 0.7% | -1.6% | 4.1% | 2.82µM*
Fc1ccc(C2C3=C(Nc4ncnn42)c2ccccc2OC3c2ccncc2)cc1 (stereo not given)
→ · | 21.2% | -0.4% | ? | 3.5% | -6.5%
Cc1cccc(CN2CCN(C(=O)CCc3nnc(C4CCCCC4)o3)CC2)c1
→ -13.3% | ? | 2.7% | 5.2% | 4.7% | 0.4%
CN(C)C(=O)CN1C(=O)NC(c2ccccc2)(c2ccccc2)C1=O
→ 25.4% | 18.2% | -12.9% | 27.9% | -2.0% | -4.5%

6 compounds picked at random from those above:
Under each structure – Pf growth 48h | Pf growth 96h | TbPYK inhibitor | HCV inhibitor | LmPK inhibitor | Sm TGR block
CC(C)(C)NC(=O)c1ccc(Sc2ccccc2)c([N+](=O)[O-])c1
→ 10.4µM* | ? | -9.0% | ? | 3.5% | 7.8%
Cc1cccc(CN2CCN(C(=O)CCc3nnc(C4CCCCC4)o3)CC2)c1
→ -13.3% | ? | 2.7% | 5.2% | 4.7% | 0.4%
O=C1/C(=C/c2cccnc2)SC(=S)N1N1CCOCC1
→ ? | -1.3% | 0.7% | -1.6% | 4.1% | 2.82µM*
Cc1ccc2cc(CCNC(=O)c3ccco3)c(=O)[nH]c2c1
→ 58.8%[activator] | · | 2.0% | -23.6% | -1.7% | -25.6%
Fc1ccc(C2C3=C(Nc4ncnn42)c2ccccc2OC3c2ccncc2)cc1 (stereo not given)
→ · | 21.2% | -0.4% | ? | 3.5% | -6.5%
CN(C)C(=O)CN1C(=O)NC(c2ccccc2)(c2ccccc2)C1=O
→ 25.4% | 18.2% | -12.9% | 27.9% | -2.0% | -4.5%

From PubChem
